Assay outcomes as filed in PubChem BioAssay.
GAA glycogen: qHTS Assay for Inhibitors and Activators of Human alpha-Glucosidase Cleavage of Glycogen; 300,000 compounds, 0.38% hits; Potency, µM (highest dose often 76.4 µM), for inactives: top-dose activity change, negative = inhibition, most hits filed as inhibitors; Lysosomal alpha-glucosidase (Homo sapiens), P10253; recombinant GAA, glycogen substrate, Amplex Red glucose oxidase fluorescence; active = well fitted inhibition curve with a large enough effect; inconclusive = small, poorly fitted or top-dose-only effect, or another doubt; inactive = no such curve, though single readings can be large or run the other way;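 note: 0% = full enzyme reaction and -100% = no-enzyme basal signal; the screen sought inhibitors and activators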
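Recombinant human enzyme (4 nM); glycogen substrate; 37 C, 40 min, pH 5.0. Readout: coupled glucose oxidase/Amplex Red fluorescence.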
The depositor's hits bear a star; u = inconclusive; & = joins results of further samples; [ ] = dose if it differs, or a comment. Potency is the fitted concentration of half-maximal effect.

SMILES | GAA glycogen
COc1ccc(CCNC(=O)c2cc3c(=O)n4ccccc4nc3n(Cc3ccco3)c2=N)cc1OC | 2.8%[76.3 µM]
CC1CCc2sc3ncnc(N4CCN(CCO)CC4)c3c2C1 (configuration not stated) | 17.0%[76.3 µM]
O=C(CCCNC(=O)c1ccc(Cl)cc1)Nc1cccc(F)c1 | -8.6%[76.3 µM]
CCOc1ccc(NC(=O)CN2CCN(C(=O)C3CCCO3)CC2)cc1 (configuration not stated) | 1.0%[76.3 µM]
O=C(NCC(=O)N(c1ccc(F)cc1)C(C(=O)NC1CCCC1)c1cccnc1)c1ccco1 (configuration not stated) | 2.8%
Cc1csc(C)[n+]1CC(=O)c1ccccc1 | 9.0%[76.3 µM]
COc1ccccc1CC(=O)NNS(=O)(=O)c1cccc([N+](=O)[O-])c1 | 0.3%
COc1ccc(N/C=C(\C#N)S(=O)(=O)c2ccc(OC)cc2)cc1 | -5.8%
C=CCn1c(=O)c2c(nc(-n3nc(C)cc3C)n2C)n(C)c1=O | -0.6%[76.3 µM]
Cc1nc2ccccc2n1CCOc1ccc(F)cc1 | -8.4%[76.3 µM]
O=C(Cn1c(-c2cccs2)cc2ccccc21)N1CCN(c2ccc(F)cc2)CC1 | 12.9%[76.3 µM]
COc1cc(Cl)c(C)cc1NC(=O)CSc1nc2c(c(=O)[nH]1)CCCC2 | -12.6%[76.3 µM]
COC(=O)c1ccc(N2CCN(c3ccccc3)CC2)c(N)c1 | -2.4%
CC(C)n1cnc2c(oc3ccccc32)c1=O | -11.5%
O=C(NCCc1ccccc1)c1ccc2nc3cc(Cl)ccc3c(=O)n2c1 | 5.1%
Cc1c(C)c2ccc(OCC(=O)N3CCN(c4ccccc4)CC3)cc2oc1=O | -10.2%[76.3 µM]
Cc1nc2ccccc2c(=O)n1/N=C/c1ccccc1OC(F)F | -6.7%
O=C(CSc1nnc(NC(=O)C2CC(=O)N(c3ccc(F)cc3)C2)s1)NCC1CCCO1 (configuration not stated) | 2.5%[76.3 µM]
O=C(NC1CC1)C(Cl)c1ccccc1 (configuration not stated) | 2.5%
O=C(CCc1nc(-c2ccccc2Cl)no1)NC1CCCC1 | 4.5%[76.3 µM]
COCc1cc(=O)n2[nH]cc(-c3ccccc3)c2n1 | -7.9%[76.3 µM]
O=C(NCc1cccc2[nH]ccc12)C1CCC(=O)N(CCc2ccc(Cl)cc2)C1 (configuration not stated) | -4.9%[76.3 µM]
O=C(CN(Cc1ccc(F)cc1)C(=O)CCC(=O)Nc1nccs1)NCC1CCCO1 (configuration not stated) | 1.9%
O=C(Nc1nnc(CCc2ccccc2)s1)c1ccccc1F | 8.3%[76.3 µM]
CS(=O)(=O)Nc1cccc(C2=NN(C(=O)CCC(=O)O)C(c3cccs3)C2)c1 (configuration not stated) | -1.9%
SMILES | GAA glycogen
CC(=O)N1CCc2cc(Br)cc(S(=O)(=O)N3CCC(C(=O)O)CC3)c21 | -19.1%[76.3 µM]
CCCN(CCC)Cc1c(C(=O)N/N=C/c2ccco2)nnn1-c1nonc1N | -17.2%[76.3 µM]
CCc1ccccc1NC(=O)CSc1nncn2c1cc1oc(C)cc12 | 16.5%[76.3 µM]
Cc1ccc(OCC(=O)NNC(=O)[C@@H]2CCCC[C@@H]2C(=O)O)c(Br)c1 | 0.5%[76.3 µM]
O=C(NCC1CCCO1)C1CC(=O)N(c2ccccc2)C1 (configuration not stated) | -7.0%
O=C(NC1CCCCC1)c1ccc2c(c1)OCO2 | 1.4%
CCN1C(=O)[C@H]2[C@@H](c3ccc(Cl)cc3)N3C(=O)CN(CC4CC4)C(=O)[C@@]3(C)[C@H]2C1=O | 2.3%[76.3 µM]
CCCCn1c(N)c(N(CC)C(=O)c2ccc(C#N)cc2)c(=O)[nH]c1=O | 0.9%[76.3 µM]
O=C1CCC([N+](=O)[O-])C(c2ccccc2C(F)(F)F)N1 (configuration not stated) | -3.1%
NC(=O)c1ccc(=O)n(Cc2ccc(Cl)cc2Cl)c1 | 6.2%
CC(C)c1c(C(=O)N/N=C/c2ccncc2)nnn1-c1nonc1N | 3.0%
COc1ccc(NC(=O)CN2C(=O)NC3(CCCC3)C2=O)cc1OC | 8.6%
COc1cccc(C2(O)C(=O)Nc3ccccc32)c1 (configuration not stated) | 3.2%
CN(C)CCNC(=O)C1(O)c2cc(Br)ccc2NC(=O)N1c1ccc(Cl)cc1 (configuration not stated) | 5.3%
Cc1c(CCC(=O)NCCCCCC(=O)O)c(=O)oc2cc3occ(-c4ccccc4)c3cc12 | 7.7%
N#CCCN(C(=O)Cn1nc(C(=O)O)c2ccccc2c1=O)c1ccccc1 | 0.2%
Cc1cc(=O)oc2c(C)c(OCC(=O)N3CC[C@@]4(O)CCCC[C@H]4C3)ccc12 | 19.2%[76.3 µM]
CC(C)(C)C(=O)N(Cc1ccc(Cl)cc1)c1cnccn1 | 2.9%
Cc1cccc(C(=O)Nc2nnc(SCC(=O)NC3CC3)s2)c1 | -5.2%[76.3 µM]
O=[N+]([O-])c1ccc(N2CCN(c3ccc(F)cc3)CC2)cc1 | -1.9%
CCN(CC(=O)Nc1cccc(OC)c1)C(=O)c1ccco1 | -10.6%
COc1ccc(OCc2cc(C(=O)N(C)C(C)c3ccon3)no2)c(Cl)c1 (configuration not stated) | -2.7%[76.3 µM]
O=C(CSc1n[nH]c(-c2ccncc2)n1)Nc1ccc(Cl)c(C(=O)O)c1 | 6.4%
O=c1c(=O)n(Cc2c(F)cccc2Cl)ccn1Cc1ccccc1 | -19.6%[76.3 µM]
COc1ccccc1Cn1c(=S)[nH]c2ccc(Br)cc2c1=O | -1.3%

As a working copy, some entries already given:
SMILES | GAA glycogen
O=C(NCC1CCCO1)C1CC(=O)N(c2ccccc2)C1 (configuration not stated) | -7.0%
O=C(NC1CCCCC1)c1ccc2c(c1)OCO2 | 1.4%
CCN1C(=O)[C@H]2[C@@H](c3ccc(Cl)cc3)N3C(=O)CN(CC4CC4)C(=O)[C@@]3(C)[C@H]2C1=O | 2.3%[76.3 µM]
CCCCn1c(N)c(N(CC)C(=O)c2ccc(C#N)cc2)c(=O)[nH]c1=O | 0.9%[76.3 µM]
O=C1CCC([N+](=O)[O-])C(c2ccccc2C(F)(F)F)N1 (configuration not stated) | -3.1%
NC(=O)c1ccc(=O)n(Cc2ccc(Cl)cc2Cl)c1 | 6.2%
CC(C)c1c(C(=O)N/N=C/c2ccncc2)nnn1-c1nonc1N | 3.0%
COc1ccc(NC(=O)CN2C(=O)NC3(CCCC3)C2=O)cc1OC | 8.6%
COc1cccc(C2(O)C(=O)Nc3ccccc32)c1 (configuration not stated) | 3.2%
CN(C)CCNC(=O)C1(O)c2cc(Br)ccc2NC(=O)N1c1ccc(Cl)cc1 (configuration not stated) | 5.3%
Cc1c(CCC(=O)NCCCCCC(=O)O)c(=O)oc2cc3occ(-c4ccccc4)c3cc12 | 7.7%
N#CCCN(C(=O)Cn1nc(C(=O)O)c2ccccc2c1=O)c1ccccc1 | 0.2%
Cc1cc(=O)oc2c(C)c(OCC(=O)N3CC[C@@]4(O)CCCC[C@H]4C3)ccc12 | 19.2%[76.3 µM]
CC(C)(C)C(=O)N(Cc1ccc(Cl)cc1)c1cnccn1 | 2.9%

Other entries follow.
SMILES | GAA glycogen
CCOc1ccc2nc(-c3ccccc3)nc(SCC(=O)OC)c2c1 | 7.6%[76.3 µM]
Cc1coc2c1c(C)cc1oc(=O)c(CC(=O)NCC(=O)NCC(=O)O)c(C)c12 | 2.4%
COc1ccc(S(=O)(=O)N2CCN(C(=O)c3cccnc3)CC2)cc1OC | 8.9%[76.3 µM]
Cc1occc1C(=O)N1CCCC(CO)(Cc2ccc(F)cc2F)C1 (configuration not stated) | -4.1%[76.3 µM]
Cn1c(CNC(=O)c2ccc3c(c2)OCO3)nnc1SCC(=O)Nc1ccc(F)cc1F | -4.0%
CCOC(=O)c1ccc(NC(=O)c2sc3nc4n(c(=O)c3c2C)CCC4)cc1 | 0.6%&0.9%[76.3 µM]
CCc1c(C)nc(N)n2c(SCC(=O)NC3CCCCC3)nnc12 | 3.2%
COc1cccc(C2C(C(C)=O)=C(C)Nc3ncnn32)c1 (configuration not stated) | -14.3%
Cc1cc(C)c(NS(=O)(=O)c2ccc3c(c2)CC(C)N3C(=O)C2CCC2)c(C)c1 (configuration not stated) | 2.1%[76.3 µM]
COc1ccc(NC(=O)c2c(C)nn(Cc3ccccc3)c2C)cc1S(=O)(=O)N(C)C | -2.4%
O=C(Nc1cccc2[nH]ncc12)NS(=O)(=O)c1ccccc1 | 1.3%
CC(C)N(CCO)Cc1nc(C(c2ccccc2)c2ccccc2)no1 | -6.6%[76.3 µM]
CCc1ccc(S(=O)(=O)Nc2ccc(O)c3ccccc23)cc1 | u
CCOc1cccc(CN(CC)CC2CCCN(CCc3cccc(OC)c3)C2)c1O (configuration not stated) | 0.0%[76.3 µM]
N#CC1=C(N)Oc2cc(N)ccc2C1c1cccc(Br)c1 (configuration not stated) | -10.7%[76.3 µM]
O=C(NCCc1ccccc1)c1cc(S(=O)(=O)N2CCCCC2)c[nH]1 | 14.0%[76.3 µM]
COc1ccccc1N1CCN(C2CCCN(Cc3cc(F)cc(F)c3)C2)CC1 (configuration not stated) | -12.9%[76.3 µM]
CN1CCN(C(=O)CSc2nnc(COc3ccc(Cl)cc3)o2)CC1 | 0.1%
CCCNS(=O)(=O)c1ccc(OCC(=O)N2CCc3ccccc3C2)c(C)c1 | -6.6%[76.3 µM]
Cc1ccccc1NC(=O)C1CCCN(S(=O)(=O)c2ccc(-n3cnnn3)cc2)C1 (configuration not stated) | 3.9%
CCOC(=O)C(C)n1cnc2c(nnn2-c2ccccc2)c1=O (configuration not stated) | 20.6%[76.3 µM]
CN(C)S(=O)(=O)c1cccc(NC(=O)COc2ccc(C(=O)c3ccccc3)cc2)c1 | -5.5%
Cc1cccc(-n2ncc(Cl)c(Cl)c2=O)c1 | 2.7%[76.3 µM]
CCC(C)NC(=O)CNC(=O)c1nn(-c2ccc(OC)cc2)c(=O)c2ccccc12 (configuration not stated) | -2.7%
COCc1cc(CN(C)C(=O)c2oc3c(F)cccc3c2C)[nH]n1 | 0.2%[76.3 µM]
SMILES | GAA glycogen
CCN(CCCNC(=O)CNC(=O)c1nn(-c2ccc(OC)c(OC)c2)c(=O)c2ccccc12)c1ccccc1 | -7.1%
Cc1cccc(NS(=O)(=O)c2cn(C)c(=O)n(C)c2=O)c1C | -9.4%[76.3 µM]
COc1ccccc1NC(=O)CCCCC(=O)Nc1ccccc1OC | 8.0%[76.3 µM]
COc1ccc(CN2CCNC(=O)C2CC(=O)NC2CCOCC2)cc1C (configuration not stated) | -1.0%[76.3 µM]
CCc1ccccc1NS(=O)(=O)c1cc2c(cc1C)n(C)c(=O)c(=O)n2C | 17.5%[76.3 µM]
Cc1ccc(C23CC4CC(CC(C(=O)OCC(=O)N(C)C)(C4)C2)C3)cc1 | 5.0%
O=C(CSc1nnc(COc2ccc(Cl)cc2)o1)Nc1ccccc1 | 18.5%[76.3 µM]
CCc1nnc(NS(=O)(=O)c2ccc(NC(=O)c3ccccc3O)cc2)s1 | -1.0%
CSCCC(NS(=O)(=O)c1ccc(C)cc1)C(=O)NCCc1c[nH]c2ccccc12 (configuration not stated) | 1.2%[76.3 µM]
COC(=O)c1scc(C)c1NC(=O)c1ccc(Cl)cc1 | 0.8%
COc1cc(F)ccc1S(=O)(=O)N1CCN(c2ccccc2)CC1 | -25.7%[76.3 µM]
CCc1ccc(CNC(=O)C2CCN(C(=O)N3CC(CC)Oc4ccc(C)cc43)CC2)cc1 (configuration not stated) | 1.9%[76.3 µM]
Cc1c(Cc2ccccc2)c(=O)oc2cc(OCC(=O)N3CCC(C(=O)O)CC3)ccc12 | -3.7%[76.3 µM]
O=C(O)COCC(=O)N1CCN(c2cc(C(F)(F)F)nc3ccccc23)CC1 | -3.4%
Cc1ccc(CNC(=O)C(=O)c2cn(CC(=O)N3CCOCC3)c3ccccc23)cc1 | 4.1%[76.3 µM]
CSCC[C@H](NC(=O)OC(C)(C)C)C(=O)N1CCC(C(=O)NCC(=O)Nc2ccc(C)cc2)CC1 | -0.2%
O=c1[nH]c(=O)n(C2CCCCC2)c(O)c1C1=Nc2ccccc2SC(c2ccc(Cl)cc2)C1 (configuration not stated) | -12.9%[76.3 µM]
CCC(C)(C)NC(=O)C(c1cccc(OC)c1OC)N(CCOC)C(=O)CCC(=O)Nc1cc(C)on1 (configuration not stated) | -0.5%
O=C(C1CC(=O)N(c2ccc(Cl)cc2)C1)N1CCN(Cc2ccc3c(c2)OCO3)CC1 (configuration not stated) | 0.9%
CCOC(=O)c1sc(N2C(=O)C(O)=C(C(=O)c3ccco3)C2c2ccco2)nc1C (configuration not stated) | -13.5%
CN(CCc1ccccc1)C1CCCN(S(=O)(=O)CC(F)(F)F)C1 (configuration not stated) | 10.2%[76.3 µM]
COc1ccc(C(=O)Nc2ccc3nc(SCC(=O)N(C)c4ccccc4)sc3c2)cc1 | -2.5%[76.3 µM]
C=CCc1ccc(OCCCNCc2ccccc2)c(OC)c1 | 11.6%[76.3 µM]
Cc1cc(OC(C)C(=O)NC2CCN(Cc3ccccc3)CC2)c2c(C)cc(=O)oc2c1 (configuration not stated) | -8.4%[76.3 µM]
COc1ccc(NC(=O)CSc2nn3c(=O)c(C)nnc3s2)cc1 | -8.2%[76.3 µM]
O=S(=O)(c1ccc2ccccc2c1)N1CCc2ccccc21 | 12.2%[76.3 µM]
Cc1ccc(S(=O)(=O)NCC(c2ccccc2)N2CCN(c3ccc(F)cc3)CC2)cc1 (configuration not stated) | 2.3%[76.3 µM]
Cc1ccc(Nc2nc(C)cc(C)c2C(N)=O)c(C)c1 | -13.5%[76.3 µM]
COCCN(Cc1nc(C(c2ccccc2)c2ccccc2)no1)C(C)C | -9.1%[76.3 µM]
CN1CCN(c2ccc(NC(=S)NC(=O)c3cccc4c(Br)cccc34)cc2)CC1 | -1.7%[76.3 µM]

This is a subset; the hit share may differ from the screen's.
